Luc counter: blocks Kinase-Glo luciferase, a counter-screen artifact; Potency, µM (highest dose often 38.3 µM), inactives show top-dose activity change, negative = inhibition, usual class: inhibitors; Kinase-Glo luciferase, ATP luminescence, 8 min; actives 0.28% (n = 200,000); Q27757; further: potency means the concentration at half of the fitted maximal effect; on the % scale 0 is the no-effect control and ±100 the full control effect; nearly all actives have a fitted effect of over 60% in size
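Luminescence was the read-out, taken after 8-minute incubation at ambient temperature. Luciferase turned over luciferin with 10 uM ATP in imidazole pH 7.2 buffer containing KCl, MgCl2, Tween 20 and BSA.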
CBFb RUNX1 block: CBF-beta/RUNX1 interaction disruption; AlphaScreen CBFb-His/RUNX1-biotin binding, biochemical; Potency, µM (doses to about 59.8 µM), for the others: at the top dose activity, negative = inhibition, most hits filed as inhibitors; 230,000 tested, under 10 active; AID 1477; further: % of control where 0% means no effect
Target sequence (Q01196 whole entry, looked up): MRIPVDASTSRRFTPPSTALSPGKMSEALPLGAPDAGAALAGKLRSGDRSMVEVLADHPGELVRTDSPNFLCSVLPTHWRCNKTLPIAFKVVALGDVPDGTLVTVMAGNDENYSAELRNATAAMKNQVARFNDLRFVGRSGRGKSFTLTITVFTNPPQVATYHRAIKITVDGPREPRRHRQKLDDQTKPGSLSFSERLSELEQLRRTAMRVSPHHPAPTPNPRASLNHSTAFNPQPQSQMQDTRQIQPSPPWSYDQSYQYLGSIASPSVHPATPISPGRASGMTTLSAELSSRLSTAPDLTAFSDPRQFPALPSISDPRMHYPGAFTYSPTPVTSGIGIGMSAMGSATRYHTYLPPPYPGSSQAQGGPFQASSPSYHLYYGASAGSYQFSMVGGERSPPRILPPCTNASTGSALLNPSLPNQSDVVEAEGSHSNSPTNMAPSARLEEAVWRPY
Target sequence (Q13951 whole entry, looked up): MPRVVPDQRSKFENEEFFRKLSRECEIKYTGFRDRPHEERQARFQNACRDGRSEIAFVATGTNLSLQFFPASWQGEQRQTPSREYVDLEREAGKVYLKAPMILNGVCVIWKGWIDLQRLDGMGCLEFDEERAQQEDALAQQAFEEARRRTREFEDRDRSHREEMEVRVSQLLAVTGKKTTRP
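AlphaScreen proximity signal reports loss of binding between His-tagged CBF-beta and biotin-labelled RUNX1, each at 30 nM. Proteins are pre-associated for 20 minutes, compounds added for 15 minutes, then beads for 90 minutes, all at ambient temperature.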
Epigenetic derep: epigenetic control regulation, reporter derepression. murine LDR cells, GFP reporter derepression, 30 h. actives 0.2% (n = 280,000). AID 1865. Potency, µM (titrated, usually from 53.9 µM), inactives show at the highest dose GFP activation, usual class: activators; further: potency means the concentration at half of the fitted maximal effect; % of control where 0% means no effect; nearly all actives have a fitted effect of over 60% in size
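In this reporter-derepression format, murine cells bearing a silenced integrated CMV-GFP locus incubate with test compound (30 h, 37 C), then are washed and imaged; fluorescent objects of 20–120 um count as induced cells.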
L3MBTL1 block: L3MBTL1 (human) inhibition; AID 485360; actives 0.66% (n = 230,000); AlphaScreen L3MBTL1–H3K9me1 peptide binding; Q9Y468; Potency, µM (doses to about 57.1 µM), inactives show at the top dose activity, negative = inhibition, actives largely listed as inhibitors; further: potency means the concentration at half of the fitted maximal effect; on the % scale 0 is the no-effect control and ±100 the full control effect; nearly all actives have a fitted effect of over 60% in size
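L3MBTL1 (50 nM) pre-complexed 30 min with biotinylated H3(1-15)K9me1 peptide (75 nM), then compounds added for 30 min at room temperature; AlphaScreen streptavidin donor/nickel chelate acceptor beads (10 ug/mL final) read after 30 min dark incubation.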
NPSR antagonist: blocks cAMP signaling of the human neuropeptide S receptor; CHO-NPSR cells, cAMP TR-FRET, antagonist mode; Potency, µM (series often up to 38.3 µM), inactives show top-dose activity change, negative = inhibition, hits mostly inhibitors; actives 1% (n = 220,000); further: potency means the concentration at half of the fitted maximal effect; on the % scale 0 is the no-effect control and ±100 the full control effect; nearly all actives have a fitted effect of over 50% in size; many of its hits are not listed in these tables
Target sequence (Q6W5P4 whole entry, looked up): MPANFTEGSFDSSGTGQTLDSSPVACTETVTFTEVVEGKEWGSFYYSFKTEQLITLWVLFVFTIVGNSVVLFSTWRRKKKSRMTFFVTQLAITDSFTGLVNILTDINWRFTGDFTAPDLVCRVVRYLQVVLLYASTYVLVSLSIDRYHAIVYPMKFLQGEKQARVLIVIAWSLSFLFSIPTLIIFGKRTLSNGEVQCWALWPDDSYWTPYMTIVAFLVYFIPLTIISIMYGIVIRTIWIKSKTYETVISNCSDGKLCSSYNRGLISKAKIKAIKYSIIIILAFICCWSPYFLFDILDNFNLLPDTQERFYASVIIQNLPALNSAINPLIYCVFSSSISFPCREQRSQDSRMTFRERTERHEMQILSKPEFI
HttQ103 aggreg: reduces HttQ103-GFP aggregates in PC12 cells. AID 1688. Potency, µM (highest dose often 46.1 µM), for inactives: at the highest dose activity change, negative = inhibition, usual class: inhibitors. PC12 HttQ103-GFP aggregates, Acumen cytometry, 40 h. actives 1.1% (n = 220,000); further: potency means the concentration at half of the fitted maximal effect; on the % scale 0 is the no-effect control and ±100 the full control effect; nearly all actives have a fitted effect of over 60% in size
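PC12 cells with ecdysone-inducible HTT exon1 Q103-GFP, induced by 100 nM tebufenozide, given compounds in a concentration series. GFP aggregates (1–25 um, 6 SD above background) counted in lysates by laser-scanning cytometry, 488 nm excitation.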
IMPase Li cell: IMPase inhibition in cells with lithium potentiation. Potency, µM (series often up to 59.4 µM), without a hit: at the top dose activity, negative = IMPase inhibition, most hits filed as inhibitors. actives 0.35% (n = 210,000). CHO-M1 cells, IP1 TR-FRET (IP-One), carbachol + lithium;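 further: IP1 builds up when IMPase is blocked and the TR-FRET signal falls; potency means the concentration at half of the fitted maximal effect; plate controls were basal vehicle for no effect and high inhibitor control for full effect; nearly all actives have a fitted effect of over 50% in size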
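Lithium-sensitised IP1 accumulation assay; M1-expressing CHO cells treated 30 min at 37C with compound. Competitive antibody detection by time-resolved FRET followed a 10 min room-temperature lysis step.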
An asterisk follows results filed as active; u = inconclusive; x = no result given; & = joins results of further samples; [ ] = dose if it differs, or a comment. The call rests on the fitted dose curve; in most records, active means well fitted curve in the direction sought with a large enough effect; inconclusive means small, poorly fitted or top-dose-only effect, or another doubt; inactive means no such curve, though single readings can be large; an effect the other way counts as inactive or inconclusive. Not all compounds are listed, so the mix of outcomes need not match the whole.

1) O=C(CSc1ccc(-c2ccco2)nn1)Nc1ccccc1
2) CCOC(=O)C(NC(C)=O)C(OC(C)=O)c1cccc(N(CCCl)CCCl)c1 (centres undefined)
3) COc1cccc(-n2c(CN3CCN(C)CC3)nc3ccc([N+](=O)[O-])cc3c2=O)c1
4) CCCNc1nc(OC)nc(N2CC3CC(C2)c2cccc(=O)n2C3)n1 (centres undefined)
5) O=C(O)C1CSC(c2cccnc2)N1 (centres undefined)
6) ClC1=C(Cl)C2(Cl)C3C4CC(C5OC45)C3C1(Cl)C2(Cl)Cl (centres undefined)
7) COC(=O)[C@@H](N)CCCN=C(N)N[N+](=O)[O-]
8) COc1cc2c(C(=O)N3CCN(C)CC3)c(C)n(C)c2cc1Br
9) CC(C)C12CN3CCN(CC(C3)C1O)C2 (centres undefined)
10) O=C(C[N+]12CCC(CC1)C(OC(=O)c1ccccc1)C2)c1ccc([N+](=O)[O-])cc1 (centres undefined)

Assay by compound	1	2	3	4	5	6	7	8	9	10
Luc counter	1%	4%	-1%	0%	-3%	-3%	-3%	-10%	-1%	x
CBFb RUNX1 block	u	-2%	-1%	-5%	12%	5%[21.7 µM]	21%	-1%	-1%	6%
Epigenetic derep	-0.3%	-2.0%	1.1%	-1.3%	-0.5%	1.6%	0.0%&3.8%&4.6%	-1.1%	-0.7%	0.4%
L3MBTL1 block	x	1%[11.4 µM]	-5%	-5%	9%	x	x	-2%	x	13%
NPSR antagonist	15%	-11%	15%	2%	9%[46.1 µM]	x	10%	3%[46.1 µM]	-15%[46.1 µM]	-17%
HttQ103 aggreg	-7%	-6%	1%	-16%	7%	1%	8%	24%	16%	-9%[9.22 µM]
IMPase Li cell	-4%	17%	1%	u	-20%[38.3 µM]	1%&2%	-18%&-7%	u	-15%[38.3 µM]	x

11) CCNC(=S)NCCC1=c2ccccc2=N/C1=C\c1c(O)n(C)c(=O)n(C)c1=O
12) COCCCNC(=O)c1c(N)n(Cc2ccco2)c2nc3ccccc3nc12
13) CN1C(=O)CCS(=O)(=O)[C@@H]1c1ccc(Cl)cc1
14) [N-]=[N+]=NCc1cn2cccnc2n1
15) O=c1[nH]c2ccccc2c(=O)n1-c1ccc(Cl)cc1Cl
16) CC(=O)C1CC[C@H]2C3CC[C@@H]4CC(O)CC[C@@]4(C)C3CC[C@]12C (some centres undefined)
17) Cc1ccc(/C=C/C2=NN(Cc3ccc(Cl)c(Cl)c3)C(=O)CC2)cc1
18) CNC(=O)c1cccn(Cc2ccc(C(F)(F)F)cc2)c1=O
19) COc1ccc2[nH]cc(CCNCc3ccc(Br)cc3)c2c1
20) CC(C)(C)NC(=O)NC(=O)CN1CC=C(c2ccccc2)CC1

Assay by compound	11	12	13	14	15	16	17	18	19	20
Luc counter	x	x	4%[17.1 µM]	0%	-5%	-2%	5%	-7%	x	-1%
CBFb RUNX1 block	1%	u	17%[21.7 µM]	5%	-5%	12%	0%	-5%	-16%	-19%
Epigenetic derep	u	-3.1%	5.2%[16.9 µM]	6.8%	-1.4%	0.0%	-0.7%	1.1%	0.0%	0.0%
L3MBTL1 block	3%	26%	x	13%	-19%	x	x	x	x	x
NPSR antagonist	u	-52%	x	6%	-8%	x	3%[46.1 µM]	7%	x	-4%
HttQ103 aggreg	26%[9.22 µM]	-12%[9.22 µM]	x	24%	u	x	u	-2%	x	-2%
IMPase Li cell	x	x	2%	-3%	8%	20%	37%[activator][38.3 µM]	-2%	6%	-3%

Whole records, looked up by structure. Order of values: Luc counter	CBFb RUNX1 block	Epigenetic derep	L3MBTL1 block	NPSR antagonist	HttQ103 aggreg	IMPase Li cell
Listed for `O=C(CSc1ccc(-c2ccco2)nn1)Nc1ccccc1` : 1%	u	-0.3%	x	15%	-7%	-4%
Listed for `COC(=O)[C@@H](N)CCCN=C(N)N[N+](=O)[O-]` : -3%	21%	0.0%&3.8%&4.6%	x	10%	8%	-18%&-7%
Listed for `CC(=O)C1CC[C@H]2C3CC[C@@H]4CC(O)CC[C@@]4(C)C3CC[C@]12C` (some centres undefined) : -2%	12%	0.0%	x	x	x	20%

Carrying on.
21) Cc1ccc2nc(N3CCN(C)CC3)[nH]c2c1
22) CN1c2ccc([N+](=O)[O-])cc2CC2(C(=O)NC(=O)N(c3ccc(Br)cc3)C2=O)C1c1ccccc1 (centres undefined)
23) C/C=C(/C)C(=O)O[C@H]1C(C)=C2[C@H]([C@@H]1OC(=O)CCCCCCC)[C@@](C)(OC(C)=O)C[C@H](OC(=O)CCC)[C@@]1(O)[C@H]2OC(=O)[C@@]1(C)O
24) O=C(O)C(Cl)Cl
25) Cc1cccc(C(=O)OCc2cc3ccccc3[nH]c2=O)c1
26) CC1CC[C@@]2(NC1)O[C@@H]1C[C@H]3C4CC=C5C[C@@H](O)CC[C@]5(C)C4CC[C@]3(C)[C@H]1[C@@H]2C (some centres undefined)
27) CCOP(=O)(OCC)C(O)c1cccnc1 (centres undefined)
28) O=C(Nc1ccc2ccccc2c1)N1C[C@H]2C[C@@H](C1)c1cccc(=O)n1C2
29) CN1CCN(c2ccc([N+](=O)[O-])cc2Cl)CC1
30) CN1C(=O)N(C)C(=O)C2(Cc3ccccc3N3CCOCC32)C1=O (centres undefined)

Assay by compound	21	22	23	24	25	26	27	28	29	30
Luc counter	2%	1%	3%[39.9 µM]	x	-4%	-1%	x	x	3%	-2%
CBFb RUNX1 block	7%	-17%	9%&1%	15%	4%	2%[21.7 µM]	10%	u	2%	-6%
Epigenetic derep	-1.1%	2.6%	u	x	4.1%	-4.0%	-4.1%	4.1%	-3.1%	-11%
L3MBTL1 block	-3%	-19%	x	x	6%	x	8%	x	-6%	-4%
NPSR antagonist	-10%[46.1 µM]	-16%[46.1 µM]	x	x	u	x	12%	6%	5%	-5%[46.1 µM]
HttQ103 aggreg	7%	-26%	x	27%	19%[9.22 µM]	x	-3%[9.22 µM]	-10%[9.22 µM]	1%[9.22 µM]	6%
IMPase Li cell	26%[38.3 µM]	15%	5%&12%	6%	11%[38.3 µM]	6%	x	x	7%	14%[38.3 µM]

31) Brc1ccc(Oc2cc(Br)c(Br)cc2Br)c(Br)c1
32) Cc1ccc(S(=O)(=O)N(c2cc(Cl)c(O)c(Cl)c2)P(=O)(OC(C)C)OC(C)C)cc1
33) Nc1ncnc2c1ncn2[C@@H]1O[C@H](COP(=O)(O)CP(=O)(O)OP(=O)(O)O)[C@@H](O)[C@H]1O
34) N[C@]1(C(=O)O)CC[C@@H](C(=O)O)C1 (racemic)
35) CC1CCN(C(=O)C(C)Cl)CC1 (centres undefined)
36) O=c1[nH]c(=O)n(CCC2=CCCCC2)c(O)c1/C=N/Nc1ccccc1
37) CC12CN3CC(C)(CN(C1)C3c1ccncc1)C2=O (centres undefined)
38) O=C(N/N=C/c1c(O)n(-c2ccccc2)c(=O)[nH]c1=O)c1ccncc1
39) Cc1nn(Cc2ccccc2Cl)c(C)c1C(=O)NC1CCCc2ccccc21 (centres undefined)
40) CC(=O)c1c(O)c(C)c(O)c(Cc2c(O)c3c(c(C(=O)/C=C\c4ccccc4)c2O)OC(C)(C)C=C3)c1O

Assay by compound	31	32	33	34	35	36	37	38	39	40
Luc counter	x	1%	x	x	1%	-1%	-2%	0%	-1%	-1%
CBFb RUNX1 block	8%&18%[21.7 µM]	21%	4%	10%&5%	1%	-4%	-1%	u	1%	u
Epigenetic derep	x	-1.6%	0.0%	2.1%&4.2%	-2.7%	1.0%	-2.2%	-1.0%	-2.9%	-2.7%
L3MBTL1 block	-1%	1%	x	x	x	-1%	48%[activator]	-7%	-10%	x
NPSR antagonist	x	-23%	x	x	17%	9%[46.1 µM]	5%[46.1 µM]	0%	-24%	x
HttQ103 aggreg	x	-1%	x	x	16%	1%	-2%	18%	-32%	x
IMPase Li cell	5%&-7%	7%	-1%	-26%&0%	-9%	14%	11%[38.3 µM]	-6%	9%	27%

41) Clc1ccc(OCC#CCN2CCCC2)cc1
42) CN1C(=O)CN=C(c2ccccc2)c2cc(Cl)ccc21
43) CCCCOC(=O)COc1cc(C)cc2oc(=O)c3c(c12)CCC3
44) COc1ccc(NP(=O)(Oc2cccc(C)c2)Oc2cccc(C)c2)cc1OC
45) CNP(=S)(NC)OCCOc1ccc(OC)cc1
46) CNC(=S)N1CCn2cccc2C1c1cccnc1 (centres undefined)
47) C[n+]1c(-c2ccccc2)cc(CCCCc2cc(-c3ccccc3)[n+](C)c(-c3ccccc3)c2)cc1-c1ccccc1
48) CCOC(=O)c1c(C)n(Cc2ccc3c(c2)OCO3)c2ccc(O)cc12
49) O=C(CCCOc1ccc(Cl)cc1Cl)N1CCC2(CC1)OCCO2
50) COc1cccc(-n2c(=S)[nH]c3ccccc3c2=O)c1

Assay by compound	41	42	43	44	45	46	47	48	49	50
Luc counter	1%	x	-1%	x	18%	8%	-3%	-2%	5%	6%
CBFb RUNX1 block	-7%	7%	15%	-12%	2%	18%	-17%	2%	5%	10%
Epigenetic derep	1.4%	1.1%	1.7%	2.3%	1.9%	-1.1%	1.1%	-1.0%	-1.1%	-0.5%
L3MBTL1 block	-16%	x	-1%	u	8%	-30%	1%	x	x	4%
NPSR antagonist	2%	8%	-8%[7.67 µM]	-34%	-12%[46.1 µM]	1%	u	-26%[46.1 µM]	-14%[46.1 µM]	-3%
HttQ103 aggreg	-3%[9.22 µM]	x	-1%	-7%[9.22 µM]	14%[9.22 µM]	14%	22µM*	24%	-4%	30%
IMPase Li cell	27%	x	-13%[38.3 µM]	x	-4%[38.3 µM]	1%	21%	39%[activator][38.3 µM]	2%[38.3 µM]	-2%

51) CCC1/C=C/C=CCC(C)C(O)[C@@](C)(O)C(=O)C(C)C(O)C(C)C(=O)C(C)C(O)C(C)C=CC(=O)O[C@H]2C(C)C(CC1)O[C@]1(CCC(C)C(CC(C)O)O1)C2C (some centres undefined)
52) COc1ccccc1/C=C1/C(=N/O)C2CCN1CC2
53) CC(=O)N1N=C2C3CCN(CC3)C2C1c1ccc(F)cc1 (centres undefined)
54) c1ccc2c3c([nH]c2c1)C1(CCNCC1)NCC3
55) CCOc1ccccc1OCC(=O)Nc1ccc(Cl)cc1C(=O)c1ccccc1

Assay by compound	51	52	53	54	55
Luc counter	3%	-2%	0%	x	-1%
CBFb RUNX1 block	x	3%	-2%	0%	u
Epigenetic derep	0.1%	-0.3%	0.0%	3.7%	-3.2%
L3MBTL1 block	x	-2%	-15%	-22%	4%
NPSR antagonist	x	-18%[46.1 µM]	9%	-9%	-40%
HttQ103 aggreg	x	10%	x	-8%[9.22 µM]	14%
IMPase Li cell	-5%	8%[38.3 µM]	-4%	x	11%

Source: PubChem BioAssay (National Center for Advancing Translational Sciences (NCATS))
